# Bioassay records as filed in PubChem BioAssay.
# M1 ag parental: nonselective activator or artifact in parental CHO-K1 cells; Fluo-8 calcium fluorescence; scaled to maximal ATP response, vehicle zero; activation, % at 3 µM; hit rate 0.48% among 360,000; in the data active = activation above about 15%;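 note: untransfected CHO-K1 host cells lacking M1 receptor as counterscreen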
# CHO parental Ca: counter-screen: ATP calcium response change in parental CHO cells; parental CHO-K1, ATP-induced calcium, Fluo-8 fluorescence; inhibition, % at 5.6 µM; hit rate 0.63% among 330,000; AID 463079;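 active = inhibition above that plate's mean sample inhibition plus 3 SD, cut at about 26% in these data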;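 note: 0% = ATP-challenged DMSO wells and 100% = DMSO wells without ATP; some compounds past the cut are filed as inactive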
#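 Material: parental CHO cells / Compound: single nominal dose of 5.6 µM per compound / Signal: Fluo-8 fluorescence / Replicates: singlicate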
# CHRM1 agonist: agonists of human M1 muscarinic receptor. P11229. CHO-K1 hM1, Fluo-8 calcium fluorescence, agonist mode; 0% DMSO, 100% acetylcholine EC100. activation, % at 3 µM. hit rate 0.33% among 360,000;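 active = activation above the run's mean compound activation plus 3 SD, cut at about 16% in these data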;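 note: peak over basal fluorescence ratio within a 140 s kinetic read after compound addition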
# CHRM1 PAM: human CHRM1 positive allosteric modulation. hit rate 0.088% among 360,000. activation, % at 3 µM. P11229. CHO-K1 hM1, Fluo-8 calcium fluorescence, ACh EC20; 0% = ACh EC20, 100% = maximal ACh; in the data active = activation above about 19%, passing the limit was not always enough
# M1 antag: antagonists of human M1 muscarinic receptor | P11229 | CHO-K1 hM1, Fluo-8 calcium fluorescence, ACh EC80 antagonist | inhibition, % at 3 µM | hit rate 1.3% among 360,000 | AID 588852;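 active = percent inhibition above its own plate's cutoff, namely the mean of that plate's compound wells plus 3 SD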;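 note: peak over basal fluorescence ratio during 140 s after agonist addition; 0% = ACh EC80 plus DMSO and 100% = DMSO alone without agonist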
# CHO-K1 Ca antag: M1 antagonist counterscreen hit in parental CHO-K1 cells. ATP-induced calcium, Fluo-8 fluorescence. inhibition, % at 3 µM. hit rate 0.6% among 360,000. AID 602250;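 active = inhibition above a per-plate cutoff, the plate's mean sample inhibition plus 3 SD, cut at about 24% in these data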;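 note: 0% = DMSO plus EC80 ATP and 100% = DMSO alone without ATP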
# CHRM4 agonist: CHRM4 agonism in calcium assay; P08173; activation, % at 3 µM; hit rate 0.14% among 360,000; CHO-K1 hM4/Gqi5, Fluo-8 calcium fluorescence; vehicle 0%, full acetylcholine response 100%;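 active = activation above the run mean over all test wells plus 3 SD, cut at about 32% in these data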;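 note: peak over basal fluorescence ratio per well then scaled between controls; 0% = DMSO wells and 100% = acetylcholine at EC100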
# Target sequence (P08173 whole entry, looked up): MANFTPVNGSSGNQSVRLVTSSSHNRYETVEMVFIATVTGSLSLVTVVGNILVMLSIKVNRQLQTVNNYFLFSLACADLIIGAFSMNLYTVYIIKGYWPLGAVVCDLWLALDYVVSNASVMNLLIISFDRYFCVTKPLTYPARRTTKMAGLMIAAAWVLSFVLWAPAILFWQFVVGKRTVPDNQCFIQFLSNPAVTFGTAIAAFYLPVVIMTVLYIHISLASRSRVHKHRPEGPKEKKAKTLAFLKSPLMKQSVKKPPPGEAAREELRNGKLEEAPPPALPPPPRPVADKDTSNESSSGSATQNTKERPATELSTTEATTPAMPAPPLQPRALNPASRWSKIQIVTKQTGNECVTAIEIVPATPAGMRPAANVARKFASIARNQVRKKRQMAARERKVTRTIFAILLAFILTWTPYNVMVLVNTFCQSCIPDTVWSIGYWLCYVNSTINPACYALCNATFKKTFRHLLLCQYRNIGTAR
# M4 antag: antagonists of human muscarinic M4 receptor (CHRM4); AID 624125; inhibition, % at 3 µM; CHO-hM4 cells, ACh EC80, Fluo-8 calcium fluorescence; P08173; hit rate 0.73% among 360,000;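 active = inhibition above its plate's cutoff, the mean inhibition of sample wells plus 3 SD, cut at about 27% in these data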;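 note: 0% = acetylcholine EC80 with DMSO and 100% = DMSO without agonist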
# OXTR potentiate: potentiators of human oxytocin receptor. P30559. CHO-OTR cells, Fluo-8 calcium fluorescence, potentiator mode; 0% = oxytocin EC15, 100% = EC100. activation, % at 3 µM. hit rate 0.061% among 320,000;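 active = activation above that plate's cutoff, the mean activation of tested compounds plus 3 SD, cut at about 6.6% in these data, passing the limit was not always enough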;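 note: 100% uses oxytocin at 75 nM as the full agonist control; some results filed as inactive read as strong as hits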
# Target sequence (P30559 whole entry, looked up): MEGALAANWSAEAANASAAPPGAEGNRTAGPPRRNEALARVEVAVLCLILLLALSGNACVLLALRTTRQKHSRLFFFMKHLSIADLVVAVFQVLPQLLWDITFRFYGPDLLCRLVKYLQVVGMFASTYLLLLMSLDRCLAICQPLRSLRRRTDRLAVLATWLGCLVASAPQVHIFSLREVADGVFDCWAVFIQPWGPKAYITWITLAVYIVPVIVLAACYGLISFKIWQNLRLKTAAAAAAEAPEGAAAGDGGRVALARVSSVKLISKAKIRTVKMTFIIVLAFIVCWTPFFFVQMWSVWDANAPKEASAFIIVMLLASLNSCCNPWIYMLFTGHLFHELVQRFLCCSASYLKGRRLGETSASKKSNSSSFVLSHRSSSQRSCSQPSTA
#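 assay system = CHO-OTR cells, human receptor | schedule = compound 6 min at room temperature before oxytocin, 100 s read | detection = Fluo-8 intracellular calcium fluorescence, ex 470-495, em 515-575 nm | evaluation = normalized max/min fluorescence ratio, % activation | control set = EC15 oxytocin alone as 0%, 75 nM oxytocin (EC100) as 100%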
# * marks the source's active call; other numbers are inactive results; . = not tested or not shown.
SMILES,M1 ag parental,CHO parental Ca,CHRM1 agonist,CHRM1 PAM,M1 antag,CHO-K1 Ca antag,CHRM4 agonist,M4 antag,OXTR potentiate
Cc1ccc(Cn2c(=N)n(CC(O)c3ccco3)c3ccccc32)cc1 (stereo not given),0.4,-20,2,9,-8,-9,3,-5,-10
O=c1c2c([nH]c3ccccc13)C(=C1CCCC1)CC2,-0.2,-6,-1,8,-7,4,0,3,-5
CC1=C(C(=O)OC(C)C)C(c2ccc(Cl)cc2)n2c(sc(=Cc3ccc(OCC(=O)O)cc3)c2=O)=N1 (stereo not given),0.6,.,-2,1,-1,3,1,-1,.
O=C(Nc1ccc(Cl)cc1)OCc1cncs1,3.5,20,-1,-1,3,12,8,6,-21
CCc1c(C)nc2[nH]nc(-c3ccccc3C)n2c1=O,0.0,-24,-1,0,2,-3,1,3,-2
Cc1nn(-c2ccccc2)c(C)c1C(=O)OCC(=O)Nc1ccccc1C(F)(F)F,-1.9,-32,-3,4,6,-17,-3,-2,-11
CC1CCCCC12NC(=O)N(CC(=O)NC(=O)NCc1ccco1)C2=O (stereo not given),-0.1,-4,-4,3,-4,-4,0,-8,3
C=CCNC(=O)CSc1nnc(-c2ccccc2Br)n1-c1cccc(C(F)(F)F)c1,0.3,-19,-11,2,6,-3,1,7,-11
Cc1ccc2nc(CSc3nnc(-c4ccco4)n3-c3ccccc3)cc(=O)n2c1,0.0,-7,-7,9,-10,5,6,25,-2
O=C(N/N=C/c1cccnc1)c1cc(-c2ccccc2)nc2ccccc12,3.3,-36,0,-2,-7,-14,5,-6,0
Cc1c(CC(=O)NCC(=O)O)c(=O)oc2cc3c(cc12)CCC(C)(C)O3,0.7,-7,-4,6,-13,-10,1,-8,3
CCn1nc(NS(=O)(=O)c2ccc([N+](=O)[O-])cc2)c2cc3cc(C)ccc3nc21,0.2,-10,-3,16,-18,-19,0,6,-7
O=C(/C=C/c1ccco1)N/C(=C\c1ccccc1)C(=O)NCCc1nc2ccccc2[nH]1,0.4,-15,-1,5,6,1,4,-10,-2
CC(=O)c1ccc(S(=O)(=O)Nc2ccc3c(c2)OCO3)cc1,2.8,3,2,16,-16,-18,4,-9,-10
CC(C)Cc1ccc(/C=C/C(=O)N2CCCCC2)cc1,0.9,-23,-4,5,-3,-12,0,-4,-15
COc1cccc(OC)c1C(=O)Nc1ccc(Cc2ccncc2)cc1,2.3,-15,0,-1,0,-2,3,11,2
COc1ccc(-c2nc(CS(=O)(=O)CC(=O)NCCc3cc(OC)ccc3OC)c(C)o2)cc1,3.7,-18,-3,4,-11,-8,6,1,-12
CCOC(=O)CC(=O)NC1(Cc2ccc(O)cc2)CCCCC1,13,-7,-12,7,6,3,2,3,-12
O=C(CCOc1ccccc1)Nc1ccccc1[N+](=O)[O-],0.8,-11,-7,8,-10,-10,1,-1,0
Cc1ccc(N=C(NOC(=O)c2ccccc2)c2nonc2N)c(C)c1,0.2,-14,-2,3,2,-1,-2,9,-20
CCCCC(CC(C)O)c1n[nH]c(=S)n1-c1ccccc1 (stereo not given),-0.5,-11,-6,7,-10,-6,0,-2,-2
Cc1ccc(/C=c2\s/c(=C(/C#N)C(=O)N3CCCC3)n(Cc3ccco3)c2=O)s1,0.5,-9,-5,2,1,7,2,5,-1
COc1ccc2sc(NC(=O)c3ccco3)nc2c1,0.5,-9,-3,-5,6,10,1,8,-4
O=C(O)C1CCCCC1C(=O)N1CCCC1 (stereo not given),0.6,-5,-1,11,-3,-15,1,-3,0
CC1CN(C(=O)CCC(=O)NC(C)c2ccccc2)c2cc(Cl)ccc2O1 (stereo not given),2.0,-21,-7,-3,5,2,8,-4,-2
CCOC(=O)N1CCN(S(=O)(=O)c2ccc3c4c(cccc24)C(=O)N3)CC1,2.6,-24,-1,4,1,-11,7,1,-6
Cc1nn(CC(=O)N2CCOCC2)c(=O)c2c1sc1ccccc12,3.9,-11,0,4,-3,4,0,4,-14
O=C(Nc1ccc(F)cc1)c1ccc2ncsc2c1,1.6,-14,0,11,-10,-7,3,-17,-6
CCc1ccc(S(=O)(=O)N2CCN(Cc3ccco3)CC2)cc1,6.9,-4,-5,4,-4,13,0,0,1
Cc1ccccc1C(=O)N1CCN(S(=O)(=O)c2cccs2)CC1,1.9,17,-1,13,-14,-5,0,27*,-10
CN(C(=O)C(C)(C)C)c1ccc(OCC(=O)N2CCc3ccccc3C2)cc1,13,1,-1,-4,3,13,15,4,-22
O=S(=O)(/C=C/c1ccccc1)N1CCN(c2cccc(Cl)c2)CC1,-0.1,-15,-3,6,-9,-12,-1,2,-6
CCN(CC)CCCN=Cc1c(-c2ccccc2)[nH]n(-c2nc3ccccc3s2)c1=O,0.6,-5,-3,12,-17,-13,0,2,-5
CN(C)CCN(C(=O)c1cc(Cl)sc1Cl)c1nc2ccc(F)cc2s1,0.1,-10,-8,-9,17,-7,0,4,-6
COc1ccc(/C=N/NC(=O)c2ccc(Br)cc2)cc1CN1CCOCC1,2.7,-8,-4,1,-4,-16,11,-8,-2
CCOC(=O)/C(C#N)=C/c1ccc(OC)c(OC)c1,-0.3,2,-3,2,-20,-6,1,-14,-9
Cc1cc(NC(=O)CSCC(=O)N(c2ccc(F)cc2)C(C(=O)NC2CCCCC2)c2ccc(O)c(O)c2)no1 (stereo not given),-0.9,-28,-6,-2,5,19,-1,2,-1
CCOCCn1c(C(C)C)nc2ccccc21,-0.3,7,-2,12,-6,-10,0,-6,-8
Cc1nc2cc(NC(=O)c3ccc(N4C(=O)CCC4=O)cc3)ccc2s1,0.6,-10,-5,-1,-4,-11,2,-4,-8
O=C(NCCc1cccc(Cl)c1)c1cc([N+](=O)[O-])ccc1Cl,1.1,-10,-8,-2,0,-9,-1,-1,-3

# A second format for part of the listing above.
# Values run as follows: M1 ag parental | CHO parental Ca | CHRM1 agonist | CHRM1 PAM | M1 antag | CHO-K1 Ca antag | CHRM4 agonist | M4 antag | OXTR potentiate
CN(C)CCN(C(=O)c1cc(Cl)sc1Cl)c1nc2ccc(F)cc2s1
→ 0.1 | -10 | -8 | -9 | 17 | -7 | 0 | 4 | -6
COc1ccc(/C=N/NC(=O)c2ccc(Br)cc2)cc1CN1CCOCC1
→ 2.7 | -8 | -4 | 1 | -4 | -16 | 11 | -8 | -2
CCOC(=O)/C(C#N)=C/c1ccc(OC)c(OC)c1
→ -0.3 | 2 | -3 | 2 | -20 | -6 | 1 | -14 | -9

# Next part
SMILES,M1 ag parental,CHO parental Ca,CHRM1 agonist,CHRM1 PAM,M1 antag,CHO-K1 Ca antag,CHRM4 agonist,M4 antag,OXTR potentiate
CCC(C)(C)NC(=O)C(OC(=O)c1ccco1)c1ccccc1OC (stereo not given),0.3,-8,-3,0,4,-7,0,1,-10
CCCCc1cc(=O)oc2cc(OCC(=O)N3CCc4ccccc43)ccc12,0.6,-8,-4,7,-7,-6,0,4,1
COc1ccc(C2Cc3ccccc3C(=O)O2)cc1 (stereo not given),1.1,-6,-9,9,-6,-3,-1,17,2
CC(=O)N1c2ccc(S(=O)(=O)N3CCCC3)cc2CC1C(=O)NCc1ccccc1F (stereo not given),1.0,-13,-5,0,-1,-16,1,-7,-6
COC(=O)C1=C(O)/C(=C\c2ccc(OCC(=O)Nc3ccccc3OC)cc2)N=C1C,0.4,9,-1,-3,18,-8,2,1,-1
COC(=O)Cn1c(=O)cnc2ccccc21,4.0,-8,-3,-4,-11,-12,-1,4,2
O=C(COc1ccc(Br)cc1)NCCCn1ccnc1,1.4,-4,-5,-3,0,-10,1,3,-9
CN1/C(=C\C(=O)CSc2nnc(NCc3ccccc3)s2)C(C)(C)c2ccccc21,8.2,5,-4,-2,11,3,10,-2,-8
Cc1csc(SCC(=O)NC2CCCC2)n1,1.3,-6,-3,4,2,-13,0,3,1
O=C(CCC1CCN(C(=O)c2cc(C(F)(F)F)ccc2Cl)CC1)NC1CC1,0.4,-14,-2,0,3,6,0,-2,-4
C/C(=N\NC(=O)CCC(=O)N/N=C(\C)c1ccc(C)o1)c1ccc(C)o1,0.6,-3,1,-2,0,-11,0,2,-4
O=C(NCCc1ccccc1)c1ccc(CS(=O)Cc2ccc(Cl)cc2)o1 (stereo not given),0.6,-24,-4,10,-7,-7,6,-17,-10
COc1ccc(CN2CC(=O)N(c3cccc(Cl)c3)C2=S)cc1OC,5.5,-9,3,9,-3,-14,6,-4,-7
CC1(C(=O)NS(=O)(=O)c2ccccc2)CCN1C(=O)c1ccc(C2CCCCC2)cc1 (stereo not given),0.0,.,-1,10,2,1,0,-7,.
NC(=O)c1ccsc1NC(=O)CSc1nc2ccccc2c(=O)n1CCCO,2.8,-6,-5,0,0,-12,5,6,-12
O=C1c2ccccc2C(=O)N1Cc1nc2ccccc2c(=O)n1CCN1CCOCC1,0.4,-14,-1,4,6,1,0,2,-5
O=C1C(Cl)=C(N2CCOCC2)C(=O)N1c1ccc(Br)cc1,0.1,-10,-2,8,-13,-15,1,-16,-8
C1CN(CC2COC(CN3CCOCC3)CO2)CCO1 (stereo not given),0.2,.,-1,12,-11,-8,1,2,.
O=C(Cn1c(C(F)(F)F)nc2ccccc21)Nc1ccccc1N1CCOCC1,0.8,-15,-2,0,2,-2,0,4,1
COc1ccc(/C=N/NC(=O)c2ccccc2O)cc1Cn1cc(Cl)cn1,0.8,-18,-2,-10,12,23,4,0,-9
CCOP(=O)(OCC)c1nc(-c2ccc(C)cc2)oc1NCc1ccccc1,-0.1,-36,-8,11,-9,-4,-1,0,-3
CCCCN(C=O)c1c(CC)nc2c(OCc3cccc(Cl)c3)cccn12,0.6,.,-2,8,-7,14,3,-14,.
CC(C)CN(C(=O)CSc1n[nH]c(-c2cccs2)n1)C1CCS(=O)(=O)C1 (stereo not given),0.0,-7,-2,11,-12,-10,1,-8,-3
COc1cc(/C=C2\C(=N)N3N=C(S(C)(=O)=O)SC3=NC2=O)cc(OC)c1OCCOc1ccccc1C,0.4,-2,-5,9,-5,-10,0,10,-10
O=C(CNC(=O)c1ccccc1)NCC(O)c1ccc([N+](=O)[O-])cc1 (stereo not given),-0.5,8,-3,6,-14,-5,0,-4,2
c1ccc(-c2cc(N3CCCCC3)nc(-c3ccccc3)n2)cc1,0.4,-1,-4,2,4,-7,0,4,1
CCCCNC(=O)CSc1nc2ccccc2c(=O)n1CCNC(C)=O,1.1,-5,-6,6,-4,-3,1,4,-1
CCc1ccccc1N1CC(C(=O)Nc2cc(C)on2)CC1=O (stereo not given),0.6,2,-2,1,2,-7,1,4,-8
COc1ccccc1CNC(=O)C1CCN(C(=O)NC2CCCCC2)CC1,1.2,-5,-6,6,1,-22,1,-1,-8
CCCc1cc2c(cc1NC(=O)c1ccccc1Cl)OCO2,0.7,-2,-4,2,-1,9,2,7,-16
Cc1ccc2cc(C)c3nnc(SCC(=O)c4cccs4)n3c2c1C,0.5,-16,-10,-8,7,-1,2,6,0

# Results in M1 antag and CHO-K1 Ca antag (2 entries from above):
SMILES,M1 antag,CHO-K1 Ca antag
CCOP(=O)(OCC)c1nc(-c2ccc(C)cc2)oc1NCc1ccccc1,-9,-4
c1ccc(-c2cc(N3CCCCC3)nc(-c3ccccc3)n2)cc1,4,-7
